TexasRed fluor: counter-screen for TRb-SRC2 inhibitors: fluorescence interference | TRb/SRC2 Texas Red total fluorescence interference | 280,000 tested, 0.29% active | Potency, µM (titrated, usually from 106 µM), inactives show at the highest dose fluorescence change, negative = quenching; active = well fitted curve in either direction with a large enough effect; inconclusive = small, poorly fitted or top-dose-only effect
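Flags fluorescent or light-absorbing compounds by total fluorescence, S + 2P, at 555 nm excitation and 632 nm emission. Mixture: 20 nM Texas Red SRC2 peptide, 0.6 uM human TRb LBD, 1 uM T3, 5% DMSO; compound exposure 5 h at ambient temperature.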
Tau fluor counter: counter-screen for tau fibril formation inhibitors. tau K18 P301L Alexa594 fluorescence, heparin fibrillization. Potency, µM (highest dose often 57.7 µM), inactives show at the highest dose activity change, negative = decrease. 280,000 tested, 0.93% active; also: nearly all actives have a fitted effect of over 55% in size
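Human tau K18 P301L (15 uM unlabeled, 0.24 uM Alexa 594-labeled) in 100 mM sodium acetate pH 7 with 20 uM heparin, 6 hr at 37 C. ThT 30 uM added, 1 hr ambient; Alexa 594 FP and total fluorescence read at 555/632 nm.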
Tau fibril ThT: tau fibrillization inhibition (ThT binding); recombinant tau K18 P301L (four-repeat tau fragment), heparin-induced fibrillization, ThT fluorescence; Potency, µM (doses to about 57.4 µM), for inactives: at the highest dose activity, negative = inhibition, usual class: inhibitors; 270,000 tested, 2.1% active; AID 1460; also: nearly all actives have a fitted effect of over 55% in size
Target sequence (P10636 561-689 P618L limits assumed): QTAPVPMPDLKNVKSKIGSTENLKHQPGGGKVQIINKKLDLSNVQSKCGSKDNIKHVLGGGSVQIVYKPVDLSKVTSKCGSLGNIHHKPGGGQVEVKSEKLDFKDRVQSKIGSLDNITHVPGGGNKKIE
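In this qHTS, human K18 P301L tau is incubated with compound and heparin for 6 hr at 37 C, and Thioflavin T fluorescence then reports fibril load.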
Tau fibril FP: blocks human tau fibril formation measured by polarization; P10636; K18 P301L tau heparin fibrillization, Alexa594 FP, 6 h; Potency, µM (highest dose often 57.7 µM), inactives show at the highest dose activity, negative = inhibition, actives largely listed as inhibitors; 280,000 tested, 0.39% active; AID 1468; also: nearly all actives have a fitted effect of over 55% in size
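FP of Alexa 594-tau after heparin (20 uM) induction. Substrate: human K18 P301L, 15 uM unlabeled, 0.24 uM labeled. Buffer 100 mM sodium acetate pH 7. 6 hr, 37 C.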
ALDH1A1 block: inhibitors of human aldehyde dehydrogenase 1A1; Potency, µM (top dose mostly 75.3 µM), without a hit: at the top dose activity, negative = inhibition, hits mostly inhibitors; Purified ALDH1A1, NADH fluorescence, propionaldehyde substrate; 220,000 tested, 7.3% active; active = well fitted inhibition curve with a large enough effect, not every such curve was filed as active; inconclusive = small, poorly fitted or top-dose-only effect, or another doubt; inactive = no such curve, though single readings can be large or run the other way;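 also: plate controls were no enzyme wells and a reference inhibitor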
aGal spleen mod: inhibits or activates alpha-galactosidase in human spleen homogenate. human spleen homogenate, 4MU-alpha-Gal fluorescence, 40 min. Potency, µM (top dose mostly 80 µM), for inactives: top-dose activity change, negative = inhibition, most hits filed as inhibitors. P06280. 240,000 tested, 0.008% active;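 also: 0% = enzyme with vehicle and -100% = no enzyme basal signal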
Target sequence (P06280 32-429 limits assumed): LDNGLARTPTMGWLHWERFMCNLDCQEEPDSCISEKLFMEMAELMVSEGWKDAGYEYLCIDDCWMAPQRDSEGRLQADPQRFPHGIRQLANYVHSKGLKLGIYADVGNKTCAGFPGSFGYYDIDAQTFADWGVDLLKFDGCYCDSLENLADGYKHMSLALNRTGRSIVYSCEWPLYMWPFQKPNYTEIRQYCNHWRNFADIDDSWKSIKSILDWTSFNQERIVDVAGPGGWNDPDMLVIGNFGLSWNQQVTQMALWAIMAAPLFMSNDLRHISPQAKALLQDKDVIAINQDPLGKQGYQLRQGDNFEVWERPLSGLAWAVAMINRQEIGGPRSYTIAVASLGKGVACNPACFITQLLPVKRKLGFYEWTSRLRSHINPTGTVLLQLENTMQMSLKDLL
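Fluorogenic readout (Ex 365/Em 440 nm) of 4-methylumbelliferone released from 1 mM 4-MU-alpha-galactoside by spleen homogenate, 40 min at 37C, pH 5.0. Data normalized to no-enzyme and enzyme controls; Hill-equation AC50 from compound titrations.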
TRb SRC2 PPI: inhibitors of human thyroid hormone receptor beta-SRC2 interaction | P10828 | TRbeta-SRC2 peptide binding, fluorescence polarization; receptor liganded with 1 µM T3 | Potency, µM (doses to about 106 µM), inactives show top-dose activity change, negative = inhibition, most hits filed as inhibitors | 280,000 tested, 0.065% active | AID 1469;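 also: plate controls were bound peptide for no effect and peptide without receptor for full effect; nearly all actives have a fitted effect of over 50% in size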
Target sequence (P10828 whole entry, looked up): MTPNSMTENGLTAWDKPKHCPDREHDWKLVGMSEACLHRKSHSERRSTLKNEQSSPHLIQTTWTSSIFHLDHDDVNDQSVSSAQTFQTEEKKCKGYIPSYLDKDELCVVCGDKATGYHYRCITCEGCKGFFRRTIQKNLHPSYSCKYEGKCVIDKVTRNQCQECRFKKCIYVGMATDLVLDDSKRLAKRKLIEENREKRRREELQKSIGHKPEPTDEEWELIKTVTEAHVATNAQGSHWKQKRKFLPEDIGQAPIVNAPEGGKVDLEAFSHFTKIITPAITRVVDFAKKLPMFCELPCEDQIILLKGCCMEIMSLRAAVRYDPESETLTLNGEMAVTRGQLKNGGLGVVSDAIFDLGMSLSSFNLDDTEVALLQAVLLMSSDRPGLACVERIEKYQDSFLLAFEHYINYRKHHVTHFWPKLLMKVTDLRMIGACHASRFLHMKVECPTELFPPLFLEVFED
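Human TRb LBD (0.6 uM) plus Texas Red-labeled SRC2 peptide (20 nM), 1uM T3, 5% DMSO, 5 hr at ambient temperature. Decreased polarization (555/632 nm) flags inhibition; data normalized to free and bound peptide controls.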
L3MBTL1 inh: blocks human L3MBTL1; AID 485360; 230,000 tested, 0.66% active; AlphaScreen L3MBTL1–H3K9me1 peptide binding; Q9Y468; Potency, µM (doses to about 57.1 µM), without a hit: at the highest dose activity, negative = inhibition, hits mostly inhibitors; also: nearly all actives have a fitted effect of over 60% in size
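First, the protein-peptide complex forms for 30 min at room temperature (L3MBTL1 50 nM, biotinylated H3K9me1 peptide 75 nM). Next, compounds are pin-transferred and incubated 30 min. Finally, AlphaScreen beads are added and read after 30 min.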
The depositor's hits bear a star; ? = inconclusive; · = not tested or not shown; [ ] = remark or other dose. Unless noted, calls follow the shape of the dose curve; as a rule, active = well fitted curve in the direction sought with a large enough effect; inconclusive = small, poorly fitted or top-dose-only effect, or another doubt; inactive = no such curve, though single readings can be large; an effect the other way counts as inactive or inconclusive. Unless noted, % is scaled to controls: 0 for no effect and ±100 for the full control effect; potency is read from the fitted curve at half-maximal effect.

No.	Compound	TexasRed fluor	Tau fluor counter	Tau fibril ThT	Tau fibril FP	ALDH1A1 block	aGal spleen mod	TRb SRC2 PPI	L3MBTL1 inh
1	Cc1ccc(CN2c3ccccc3-c3nc(SCC(=O)NCCc4ccccc4)ncc3S2(=O)=O)cc1	0%	2%	?	?	·	·	-7%	·
2	Cc1nn(-c2ccccc2)c2sc(C(=O)N3CCOCC3)cc12	-2%	-5%	-8%	2%	-1%	-1%	1%	3%
3	COC(=O)c1sc(NC(=O)c2c(F)cccc2F)c(C#N)c1C	-4%	-1%	-4%	-4%	-1%	1%	-4%	5%
4	CCOC(=O)c1c(C)[nH]c(CCC(=O)NCc2ccc(N(C)C)cc2)c1C	-2%	-5%	-10%	5%	·	·	-2%	·
5	C=CCNS(=O)(=O)c1cccc(C(C)=O)c1	-1%	1%	-1%	2%	1%	-21%	-4%	5%
6	CS(=O)(=O)c1nc2ccccc2n1Cc1ccccc1	0%	-3%	-3%	-3%	-11%	-6%	6%	-2%
7	CN(C)c1ccc(CNS(=O)(=O)c2ccc(-c3cc(C(F)(F)F)on3)s2)cc1	-1%	-13%	-6%	7%	·	·	2%	·
8	CS(=O)(=O)N1CCC(C(=O)N2CCC(Cc3ccccc3)CC2)CC1	-3%	4%	3%	-9%	?	13%	-20%	?
9	CCCCn1nnc(NC(=O)Cc2ccc(Cl)cc2)n1	-5%	1%	-1%	3%	-13%	-5%	-10%	·
10	CC1=C(C(=O)Nc2ccccc2C)C(c2ccc(C)o2)N2C(=O)CSC2=N1 (stereo unspecified)	5%	-2%	?	-13%	9%	-8%	-8%	-2%
11	CN(C)c1ccc(P(=O)(OCc2ccccc2)C(O)c2ccc(Br)cc2)cc1 (stereo unspecified)	-6%	-1%	-3%	-4%	·	-3%	-4%	·
12	COc1ccc(N(CC(=O)NCc2cccs2)S(=O)(=O)c2cccnc2)cc1	2%	1%	-1%	4%	?	-2%	6%	3%
13	CON(C)c1nc(OCCNC(=O)OCc2ccc(Cl)cc2C)nc(N(C)C)n1	-1%	-6%	-8%	-5%	5%	-3%	-11%	0%
14	CCCCn1cnc2sc3c(c2c1=N)CCCC3	-3%	-12%	-8%	-12%	8%	4%	-4%	·
15	Cc1cccc(NC(=S)N2CCC(c3nc4ccccc4o3)CC2)c1C	-1%	-9%	-16%	-1%	-3%	-10%	-4%	-9%
16	CC(/C=N/n1c(-c2cc(C)[nH]n2)n[nH]c1=S)=C\c1ccccc1	0%	-20%	?	1%	-14%	0%	2%	-13%
17	Cc1[nH]c2ccccc2c1C(=O)CN1CCC(C(N)=O)(N2CCCCC2)CC1	0%	-2%	-6%	-5%	2%	1%	-2%	6%
18	CS(=O)(=O)NCc1nnc(SCC(=O)NC2CCCCC2)n1-c1ccc(F)cc1	-2%	1%	1%	3%	9%	-7%	1%	·
19	O=[N+]([O-])c1ccc(NCCCO)c(C(F)(F)F)c1	-2%	7%	7%	0%	16µM*	-18%	2%	4%
20	Nc1ncnc2c1ncn2Cc1ccccc1	3%	-9%	-6%	-5%	9%	0%	2%	·
21	O=C(N/N=C/c1ccc(N2CCCCC2)o1)C(O)(c1ccccc1)c1ccccc1	2%	-24%	?	?	?	-11%	-7%	-9%
22	CCn1cc(S(=O)(=O)c2cc(C)cc(C)c2)c(=O)c2cc(F)c(N3CCCC3)cc21	?	4%	-7%	-8%	·	·	?	·
23	C=CCn1c(SCCOc2ccccc2)nnc1C(C)NC(=O)c1ccccc1 (stereo unspecified)	-1%	-14%	-17%	2%	5%	1%	-11%	·
24	O=C(NC1CCCCC1)N(CCN1CCOCC1)Cc1cc2cc3c(cc2[nH]c1=O)OCCO3	-3%	10%	5%	1%	?	11%	-4%	4%
25	COc1ccc(NC(=O)C2CCN(c3nc(-c4ccc(OC)c(OC)c4)no3)CC2)cc1Cl	-1%	?	?	-17%	·	·	-3%	·
26	N#CCCn1cc(/C=C2\NC(=S)N(c3ccccc3)C2=O)c(-c2ccc(-c3ccccc3)cc2)n1	0%	?	1%	?	1%	-1%	5%	-14%
27	Cc1c(Br)c([N+](=O)[O-])nn1C(C)C(=O)Nc1nccs1 (stereo unspecified)	-2%	-2%	-6%	-3%	11%	-4%	-1%	-3%
28	CCOC(=O)N1CCN(S(=O)(=O)c2cccc3nonc23)CC1	-2%	1%	-2%	4%	?	20%	-5%	·
29	O=C(CCN1C(=O)CSC1=O)Nc1ccc(Br)cc1	-5%	5%	5%	11%	8%	-5%	-4%	4%
30	CCCCn1cc(S(=O)(=O)c2ccc(CC)cc2)c(=O)c2cc(F)c(N3CCCC(C)C3)cc21 (stereo unspecified)	89µM*[quencher]	1%	-9%	-6%	·	·	-27%	·
31	CCNc1ccccc1	0%	·	·	·	9%	-3%	5%	·
32	Cc1nc([N+](=O)[O-])cn1CC(O)c1ccc(Cl)cc1 (stereo unspecified)	6%	-8%	-9%	5%	·	4%	-2%	9%
33	CSc1nnc(C)c(=O)n1COC(=O)c1cc(Cl)ccc1[N+](=O)[O-]	0%	-24%	-24%	-3%	-12%	-8%	-4%	·
34	CC(=O)c1ccc(Cl)c(Cl)c1Cl	-2%	·	·	·	10%	-17%	1%	1%
35	COC(=O)/C=C1\C(=O)N(c2nc3ccccc3s2)C(=S)N1c1ccc(F)cc1	1%	-16%	-12%	-1%	12%	-3%	-5%	·
36	CCCCSc1cnn(-c2ccccc2)c(=O)c1SCCCC	5%	-9%	?	-12%	7%	-23%	-18%	35%[activator]
37	CC(=O)c1cc(F)c(N2CCN(C(=O)COc3ccccc3F)CC2)cc1C	-4%	-9%	?	4%	?	2%	2%	-3%
38	CCN(CC)C(=O)CSc1nc(C)cc(-c2cccs2)c1C#N	-2%	-13%	-7%	-1%	13µM*	-3%	5%	?
39	COc1ccc(Cn2c(=O)n(-c3ccccc3C)c(=O)c3c4c(sc32)CN(C(C)=O)CC4)cc1	-2%	-3%	-6%	2%	·	·	6%	·
40	COc1cccc(-n2nnc3c(=O)n(CC(=O)N4CCC(C)CC4)cnc32)c1	-1%	0%	1%	-5%	-12%	2%	-25%	-8%
41	COC(=O)[C@@H]1C=C[C@H](C)[C@H](CCOc2ccccc2)O1	0%	-2%	-5%	1%	-1%	1%	3%	·
42	CCC(C)[C@H](NC(=O)Nc1ccc2c(c1)OCCO2)C(=O)O (stereo partly specified)	-3%	-17%	-12%	-4%	0%	12%	-3%	3%
43	Cc1ccc(OCC(=O)Nc2ccc(N3CCN(S(C)(=O)=O)CC3)cc2)cc1C	2%	-23%	?	-12%	13%	-3%	2%	5%
44	O=C(NCc1cccc(F)c1)C1CCCN(C(=O)N2CCOc3ccccc32)C1 (stereo unspecified)	-8%	?	4%	?	·	·	-1%	·
45	Cc1ccc2c(c1C)NC(=O)CC(c1ccccc1O)=N2	-6%	-3%	·	-6%	·	-1%	5%	·
46	CCCCc1cc(=O)oc2cc(C)c(CN3CCCC3)c(O)c12	-11%	-9%	-14%	-7%	22µM*	-6%	0%	?
47	CCc1ccc(CN(Cc2ccco2)C(=O)c2cc(-c3ccc(C)c(F)c3)on2)cc1	-2%	3%	0%	4%	·	·	-1%	·
48	CCNc1nc(-c2cc3ccccc3o2)cs1	0%	?	?	11%	4%	4%	-5%	-3%
49	CCOC(=O)C(O)(CC(=O)c1ccc(OC)cc1)C(F)(F)F (stereo unspecified)	-1%	-8%	1%	-3%	?	1%	7%	-2%
50	CC1(C)O[C@@H]2C[C@H]3[C@@H]4CCC5=CC(=O)C=C[C@]5(C)[C@@]4(F)[C@@H](O)C[C@]3(C)[C@]2(C(=O)CO)O1	-7%	-8%	-8%	10%	4%	-4%	5%	-3%

Entries shown so far with a thiophene ring, fused or not (seven):
No.	Compound	TexasRed fluor	Tau fluor counter	Tau fibril ThT	Tau fibril FP	ALDH1A1 block	aGal spleen mod	TRb SRC2 PPI	L3MBTL1 inh
2	Cc1nn(-c2ccccc2)c2sc(C(=O)N3CCOCC3)cc12	-2%	-5%	-8%	2%	-1%	-1%	1%	3%
3	COC(=O)c1sc(NC(=O)c2c(F)cccc2F)c(C#N)c1C	-4%	-1%	-4%	-4%	-1%	1%	-4%	5%
7	CN(C)c1ccc(CNS(=O)(=O)c2ccc(-c3cc(C(F)(F)F)on3)s2)cc1	-1%	-13%	-6%	7%	·	·	2%	·
12	COc1ccc(N(CC(=O)NCc2cccs2)S(=O)(=O)c2cccnc2)cc1	2%	1%	-1%	4%	?	-2%	6%	3%
14	CCCCn1cnc2sc3c(c2c1=N)CCCC3	-3%	-12%	-8%	-12%	8%	4%	-4%	·
38	CCN(CC)C(=O)CSc1nc(C)cc(-c2cccs2)c1C#N	-2%	-13%	-7%	-1%	13µM*	-3%	5%	?
39	COc1ccc(Cn2c(=O)n(-c3ccccc3C)c(=O)c3c4c(sc32)CN(C(C)=O)CC4)cc1	-2%	-3%	-6%	2%	·	·	6%	·

Quoted at random: 2 compounds from above
No.	Compound	TexasRed fluor	Tau fluor counter	Tau fibril ThT	Tau fibril FP	ALDH1A1 block	aGal spleen mod	TRb SRC2 PPI	L3MBTL1 inh
9	CCCCn1nnc(NC(=O)Cc2ccc(Cl)cc2)n1	-5%	1%	-1%	3%	-13%	-5%	-10%	·
18	CS(=O)(=O)NCc1nnc(SCC(=O)NC2CCCCC2)n1-c1ccc(F)cc1	-2%	1%	1%	3%	9%	-7%	1%	·

Copied from the list.
no. 46 in TexasRed fluor → -11%
no. 47 in Tau fluor counter → 3%

Bioassay records (PubChem BioAssay)
